ARNT TACC3 PPI: ARNT/TACC3 interaction disruption | Q9Y6A5 | inhibition, % at 9.99 µM | AlphaScreen His-ARNT PAS-B/GST-TACC3 binding, luminescence; TACC3 fragment carries E629A point mutation | actives 0.66% (n = 390,000);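 active means mean inhibition of replicates at least 50% and at least half of replicates each reaching 50%; inconclusive means half or more replicates reach 50% but mean below 50%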;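 further: 0% = complete ARNT plus TACC3 wells and 100% = ARNT alone without TACC3; many hits fall short of the cut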
miR-122 sensor: miR-122 inhibition in Huh7 cells; Huh7 miR-122 Renilla luciferase sensor, 48 h; neutral wells = 0, positive control = 100; activation (reporter increase), % at 12.5 µM; actives 0.3% (n = 340,000);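 active means mean replicate activation score at least 90 and every replicate individually at or above 90; inconclusive means only one of the two criteria met; inactive means neither criterion met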;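 further: higher luciferase means less miR-122 activity so hits act as miR-122 inhibitors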
Statin myotox sup: suppressors of simvastatin-induced myotoxicity in C2C12 myotubes; rescue of ATP level, % at 7.49 µM; actives 0.78% (n = 330,000); ATP luminescence, 48 h; scaled: DMSO 0, geranylgeraniol control 100; AID 602340;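 active means mean ATP rescue above about 67%, or every replicate alone reaching that limit, limit read from the data, passing the limit was not always enough; inconclusive means no clear call, values can overlap the other calls; inactive means mean under the limit and some replicate under it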;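 further: myotubes were challenged with 10 µM simvastatin during compound exposure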
ERp5 inh: ERp5 (human) disulfide isomerase inhibition. actives 0.05% (n = 350,000). ERp5 insulin aggregation, absorbance 650 nm, 90 min. inhibition, % at 9.99 µM. Q15084;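 active means mean replicate inhibition above about 25%, with every replicate also reaching it, limit read from the data, passing the limit was not always enough; inconclusive means only one of those two criteria met; inactive means neither criterion met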
Target sequence (Q15084 whole entry, looked up): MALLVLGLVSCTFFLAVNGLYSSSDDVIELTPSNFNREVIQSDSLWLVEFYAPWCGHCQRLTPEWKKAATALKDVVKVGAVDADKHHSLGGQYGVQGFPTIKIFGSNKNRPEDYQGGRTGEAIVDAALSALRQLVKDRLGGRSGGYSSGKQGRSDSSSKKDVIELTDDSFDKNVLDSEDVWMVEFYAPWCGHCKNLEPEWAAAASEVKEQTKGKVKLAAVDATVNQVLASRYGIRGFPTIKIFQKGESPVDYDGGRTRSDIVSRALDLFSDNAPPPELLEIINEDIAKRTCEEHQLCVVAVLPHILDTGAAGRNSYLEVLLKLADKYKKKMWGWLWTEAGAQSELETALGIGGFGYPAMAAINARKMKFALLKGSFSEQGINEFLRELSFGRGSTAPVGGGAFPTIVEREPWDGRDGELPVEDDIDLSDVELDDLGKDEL
SIRT5 block: blocks human SIRT5 desuccinylation of peptide; Q9NXA8; Purified SirT5, succinyl-peptide AMC, trypsin-coupled fluorescence; inhibition, % at 15 µM; actives 1.1% (n = 330,000); in the data active means inhibition above about 15%; inconclusive means no clear call, values can overlap the other calls
Target sequence (Q9NXA8 whole entry, looked up): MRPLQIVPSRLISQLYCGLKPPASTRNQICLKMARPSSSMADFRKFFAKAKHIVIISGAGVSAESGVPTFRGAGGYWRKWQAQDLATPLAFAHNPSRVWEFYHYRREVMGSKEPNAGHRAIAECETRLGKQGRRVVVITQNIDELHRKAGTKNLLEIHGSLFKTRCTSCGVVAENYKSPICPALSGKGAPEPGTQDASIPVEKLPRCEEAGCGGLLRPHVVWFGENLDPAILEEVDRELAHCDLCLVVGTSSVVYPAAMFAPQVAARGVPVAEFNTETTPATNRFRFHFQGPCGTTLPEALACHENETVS
esBAF inh: inhibitors of esBAF chromatin remodeling in mouse ES cells; Bmi1-luciferase knock-in reporter, 24 h; 100% = twice the neutral-well signal; reporter increase, % at 12.5 µM; actives 2% (n = 350,000); AID 602393; in the data active means activation above about 40%; inconclusive means no clear call, values can overlap the other calls;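 further: 0% = median of the plate's neutral control wells and 100% = double that signal; a rise in the Bmi1 reporter signal indicates esBAF inhibition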
Cneo AK release: Cryptococcus neoformans lysis via adenylate kinase release. C. neoformans lysis, adenylate kinase release luminescence, 4 h; normalised: neutral wells 0, clomiphene wells 100. lysis activity, % at 15 µM. actives 0.2% (n = 360,000). AID 651654;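 active means mean lysis activity across replicates of at least 80%, whatever share of replicates individually reach that level; inactive means mean lysis activity below 80%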
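Schedule: static 4 h at 37 °C with compound, 1 h detection; system: C. neoformans cells; benchmarks: Clomiphene as positive control; buffer or medium: fresh YPD medium; measure: luminescence rise reflecting yeast cell lysis; measured by: luminescent adenylate kinase detection reagent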
The depositor's hits bear a star; ? = inconclusive; . = not tested or not shown; & = joins results of further samples; [ ] = remark or other dose.

SMILES	ARNT TACC3 PPI	miR-122 sensor	Statin myotox sup	ERp5 inh	SIRT5 block	esBAF inh	Cneo AK release
CCN1CCN(c2ccc(N=Cc3ccc(O)cc3O)cc2)CC1	26	.	.	9	1	.	.
CC(C)NC(=O)N(C)C[C@H]1Oc2cc(C#Cc3ccc(F)cc3)ccc2S(=O)(=O)N([C@@H](C)CO)C[C@@H]1C	15	5[16.7 µM]	12	-4	8	3	-2
Cc1ccc(C)c(N(C(=O)c2csnn2)C(C(=O)NC2CCCC2)c2ccncc2)c1 (stereo unspecified)	5	-2	-1	1	0	-1	-1
COCC(=O)Nc1ccc2c(c1)[C@@H]1C[C@@H](CC(=O)NC3CCCCC3)O[C@H](CO)[C@@H]1O2	-1	4[16.7 µM]	-10	-1	0	4	39
COc1cc(CN2CCNC(=O)C2CC(=O)N(C)Cc2cccnc2)cc(OC)c1 (stereo unspecified)	-10	8	-3	.	.	-4	-1
CC(C)C#Cc1ccc2c(c1)O[C@@H](CN(C)C(=O)c1cnccn1)[C@@H](C)CN([C@@H](C)CO)S2(=O)=O	-5&-5	1	16&3&9	1&-1&2	-2&-2&0	10&2&5	1&3&4
CN(CCO)C1=NS(=O)(=O)c2cc([N+](=O)[O-])ccc21	-11	-4	3	2	.	-6	-1
CCNc1ccc(C(=O)OCC)cc1NC(=O)c1cccc(S(=O)(=O)N(C)c2ccccc2)c1	-16	.	.	-4	-1	.	.
Cc1ccc(S(=O)(=O)N2CCOCC2)cc1C(=O)OC1CCOC1=O (stereo unspecified)	-4	-7	-11	0	-5	-1	0
CC(C)/C=C/CN1CCC(Oc2ccc(C(=O)N3CCCC3)cc2)CC1	-3	-1	-9	3	-1	1	4
COCC(=O)Nc1ccc2c(c1)OC[C@@H](C)N(C(=O)C1CCCC1)C[C@H](C)[C@@H](OC)CN(C)C2=O	-8	4[16.7 µM]	-4	.	.	-3	-4
C[C@H](CO)N1C[C@H](C)[C@H](CN(C)C(=O)Nc2ccc(F)cc2)Oc2ccc(NC(=O)CCCN(C)C)cc2C1=O	.	-8[16.7 µM]	-25	1	.	-3	-2
CCOC(=O)c1sc2ncc([N+](=O)[O-])cc2c1N	7	.	.	1	-5	.	.
CN(C(=O)COC(=O)c1ccc(Cl)c(S(=O)(=O)N2CCCCCC2)c1)C1CCS(=O)(=O)C1 (stereo unspecified)	-3	-12	-10	3	1	0	6
O=C(c1cccc(F)c1)N1CCCCN2[C@H](CO)[C@@H](c3ccc(/C=C/c4ccccc4)cc3)[C@@H]2C1	16	-4[16.7 µM]	.	0	5	.	-3
O=C(N/N=C/c1ccc2c(c1)OCO2)c1cccs1	.	-1	-11	-13	-2	33	-11
O=S(=O)(c1cccc(Br)c1)N1CCN(c2ncnc3scc(-c4ccccc4)c23)CC1	-6	3	-7	-1	0	-4	0
C[C@H](CO)N1C[C@H](C)[C@@H](CN(C)CC2CCOCC2)Oc2ncc(C#Cc3ccncc3)cc2C1=O	-2	0[16.7 µM]	52	-3	1	1	-3
CC(C)Cn1c(SC(C)C(=O)NC2CC2)nnc1-c1ccccc1F (stereo unspecified)	16	.	-6	0	-1	-5	-2
Cc1noc(C)c1NC(=O)N(C)C[C@@H]1OCCCC[C@@H](C)Oc2ccc(NC(=O)NC3CCCCC3)cc2C(=O)N([C@@H](C)CO)C[C@H]1C	1	4[16.7 µM]	.	-1	0	-5	-1

Some of these compounds in order of molecular weight, descending:
SMILES	ARNT TACC3 PPI	miR-122 sensor	Statin myotox sup	ERp5 inh	SIRT5 block	esBAF inh	Cneo AK release
Cc1noc(C)c1NC(=O)N(C)C[C@@H]1OCCCC[C@@H](C)Oc2ccc(NC(=O)NC3CCCCC3)cc2C(=O)N([C@@H](C)CO)C[C@H]1C	1	4[16.7 µM]	.	-1	0	-5	-1
C[C@H](CO)N1C[C@H](C)[C@@H](CN(C)CC2CCOCC2)Oc2ncc(C#Cc3ccncc3)cc2C1=O	-2	0[16.7 µM]	52	-3	1	1	-3
CN(CCO)C1=NS(=O)(=O)c2cc([N+](=O)[O-])ccc21	-11	-4	3	2	.	-6	-1
O=C(N/N=C/c1ccc2c(c1)OCO2)c1cccs1	.	-1	-11	-13	-2	33	-11

Going on with the list:
SMILES	ARNT TACC3 PPI	miR-122 sensor	Statin myotox sup	ERp5 inh	SIRT5 block	esBAF inh	Cneo AK release
CC(NC(=O)COC(=O)c1ccccc1Nc1ccccc1)c1ccccc1 (stereo unspecified)	-6	-4	.	.	.	.	-1
CCC(C(=O)NCc1ccco1)N(C(=O)CNS(=O)(=O)c1ccccc1)c1ccccc1C (stereo unspecified)	-5	.	.	-3	1	.	.
COc1ccc(CCNC(=O)C23CN(Cc4ccccc4)CC2C(c2ccc([N+](=O)[O-])cc2)=NO3)cc1 (stereo unspecified)	-6	-6	.	-3	.	.	0
O=C(CN1CCN(S(=O)(=O)c2ccccc2)CC1)NC(=O)NCc1ccco1	-7	-12	-13	2	0	0	5
S=C(c1ccc(-c2cccc(Cl)c2)o1)N1CCCCC1	1	.	.	8	-5	.	.
O=c1cc(CNc2ccc(Br)cc2)nc2sccn12	-2	1	13	-1	.	32	-1
O=C(NCc1ccccc1Cl)c1ccc(CSc2nc3ccncc3[nH]2)cc1	1	15	-44	2	0	5	22
O=C(NCc1ccc(F)cc1)c1cnn2ccccc12	-5	-4	6	5	-11	29	-3
CCn1cc(Cl)c(C(=O)Nc2cccc(C(F)(F)F)c2)n1	-4	3	-8	0	1	28	.
CC(=O)c1ccc(NC(=O)CSc2nnc(Cn3cnc4ccccc43)o2)cc1	-1	-3	-6	0	0	2	0
CO[C@H]1CN(C)C(=O)c2ccc(NC(=O)C3CCC3)cc2OC[C@H](C)N(Cc2cccnc2)C[C@H]1C	-2	16[16.7 µM]	1	-2	10	-5	-1
O=S(=O)(c1ccccc1)N1CCCCN2[C@H](CO)[C@H](c3ccc(-c4cncnc4)cc3)[C@H]2C1	-2	11[16.7 µM]	.	2	-1	.	-4
CC(C)CNc1ncnc2c1ncn2[C@H]1CN(Cc2ccc(-c3ccccc3)cc2)C[C@@H](CO)O1	.	-21	28	-7	-4	-51	1
CC(C)Cn1c(SCC(=O)NCc2ccc(Cl)cc2)nnc1-c1cccc(S(=O)(=O)N2CCOCC2)c1	0	-8	2	1	3	5	2
O=C(CC1C(=O)N(c2ccccc2)C(=O)N1Cc1ccco1)Nc1ccccc1 (stereo unspecified)	-4	.	.	-1	0	.	.
COc1cc(OC)cc(-c2c(-c3cccs3)c3cc(-c4cc(OC)c(OC)c(OC)c4)ccc3n2C)c1	0	-5	3	-6	-1	-1	10
Cc1ccc(-c2cnc(NCc3cc4c(cc3[N+](=O)[O-])OCO4)n2C)cc1C	13	.	.	0	-1	.	.
Cc1ccc2nc(C3CCCN(C(=O)NCc4ccccc4)C3)[nH]c2c1 (stereo unspecified)	27	.	-6	.	.	16	0
CC(=O)CSc1cc(-c2ccccc2)nc2ncnn12	-4	-5	5	0	-1	-6	.
Cc1noc(C)c1NC(=O)Nc1ccc2c(c1)CC(=O)N([C@@H](C)CO)C[C@@H](C)[C@H](CN(C)C)O2	11	0[16.7 µM]	-1	3	-1	-1	-2
N#CCCN(C(=O)CN1CCN(S(=O)(=O)c2ccc3c(c2)OCCO3)CC1)c1ccc(F)cc1	0	-4	-1	0	-7	2	0
CCNC(=S)N1CCN(c2ncccn2)CC1	-5	-6	.	.	.	.	1
COc1ccc([N+](=O)[O-])cc1NC(=O)C(C)Sc1ccc(C)cc1 (stereo unspecified)	-17	.	.	2	1	.	.
CC/S(C)=N/S(=O)(=O)c1ccc(C)cc1 (stereo unspecified)	-4	-2	-8	-1	.	4	0
C#CCOCCOCCOCCNc1nc(N2CCN(C(=O)Cn3cc(CCO)nn3)CC2)nc(N2CCN(C(=O)Cn3cc(CCCCN)nn3)CC2)n1	-4	.	11	12	-7	-3	0
O=C(CCNS(=O)(=O)c1ccc(Br)cc1)N1CCN(c2ccccc2O)CC1	-3	0	18	11	2	-7	2
Cc1ccc(S(=O)(=O)N=N/C=C2\C=CC=CN2O)cc1	.	-2	4	-14	-1	-1	-3
CCCCc1nnc(NC(=O)c2ccc(-n3cncn3)c([N+](=O)[O-])c2)s1	-2	-3	7	0	1	-2	8
Cc1cc(NC(=O)CSc2n[nH]c(N)n2)no1	-5	5	0	2	0	0	0
O=C1CCCC/C1=C\Nc1ccc(Cl)cn1	2	-3	26	.	.	44*	4
CCN(CC)CCNC(=O)C(C(=O)c1ccccc1)n1ccccc1=O (stereo unspecified)	-13	-9	-3	.	.	-13	0
O=C(c1ccccc1)N1C[C@@H]2[C@H](c3ccccc31)[C@H](CO)N2C(=O)c1cccc(F)c1	-10	10[16.7 µM]	-6	-5	-2	3	-2
Cc1ccccc1OCc1nc2ccccc2c(=O)n1/N=C/c1ccco1	7	-2	23	.	.	?	-5
CC(C)(C)C(=O)Nc1ccc(S(=O)(=O)N2CCC(c3nc4ccccc4[nH]3)CC2)cc1	2	.	.	0	-3	.	2
c1ccc(CN2CCN(c3nc4ccccc4c4ccccc34)CC2)cc1	-1	-2	-11	.	.	-3	-1
COc1ccc(NC(=O)N(C)C[C@@H]2Oc3ccc(NC(=O)C4CCCCC4)cc3CC(=O)N([C@H](C)CO)C[C@H]2C)cc1	-9	0[16.7 µM]	0	3	-1	1	5
C[C@@H]1CN([C@H](C)CO)C(=O)c2cc(C#C[C@@H](C)O)cnc2O[C@H]1CN(C)C(=O)Cc1ccccn1	-11	-2[16.7 µM]	4	0	-3	-4	1
CCc1nnc(NC(=O)CCC(=O)N2CCCC(O)C2)s1 (stereo unspecified)	-7	-2	1	3	-3	-4	-2
Cc1ccc(C)c(NC(=S)N2CCC(c3nc4ccccc4s3)CC2)c1	4	-8	4	1	-1	-5	33
CCOC(=O)Nc1ccc2c(c1)N(C(=O)N1CCN(C)CC1)c1ccccc1CC2	2	.	.	5	-1	.	.
CCC(=O)Nc1ccc(C(=O)CSc2nc3ccc(C)cc3[nH]2)cc1	3	13	.	.	.	.	2
CCC(=O)Nc1ccc2c(c1)C(=O)N(C)C[C@H](OC)[C@H](C)CN(C(=O)c1ccc(F)cc1)[C@H](C)CO2	14	-29[16.7 µM]	5	12	8	2	1
CC(C)(C)OC(=O)NC(Cc1ccccc1)C(=O)O (stereo unspecified)	-10	23	.	-4	8	.	0
CCOc1ccc(/C=N/NC(=O)c2cc(-c3cccn3C)n[nH]2)cc1	5	.	.	1	-2	.	.
CCCCN(CC)C(=O)c1cccc(Cl)c1	-1	3	5	.	.	1	4
O=C(Nc1cccc(-c2nnn(CC(=O)N3CCc4ccccc4C3)n2)c1)C1CCC1	2	2	2	5	-3	7	8
CCN(c1ccccc1)S(=O)(=O)c1ccc2[nH]cc(C(=O)NCCOC)c(=O)c2c1	0	2	.	.	.	-1	1
Nc1cc(C(F)(F)F)ccc1Nc1ccccc1	0	0	2	.	.	27	0
Cc1ccc(N(CC(=O)NCc2ccncc2)S(C)(=O)=O)cc1Cl	.	-1	-5	.	.	-16	5
CC[C@@]1(C(=O)OC)N[C@H](CN(C)C(=O)NC(C)C)[C@@H]2C(=O)N(C)C(=O)[C@@H]21	-6	.	3	6	-6	0	-1
COc1ccc(-c2nc(N)n(C(=O)c3ccccc3Cl)n2)cc1	-1	-8	.	.	.	.	-5
c1ccc(CCc2nc(-c3ccc(-n4cccc4)cc3)no2)cc1	-5	-5	4	7	18*	6	0
Cc1ccc(F)c([C@H]2[C@H]3C=CC[C@@H](C)[C@@H]3C(=O)N2Cc2ccccc2)c1	-1	.	-3	0	.	20	2
CCOC(=O)c1c(CN(CC)CC)n(C)c2cc(Br)c(O)cc12	2	.	.	-4	1	.	.
Cc1ccccc1NC(=O)COc1cccc2c1CCNC2=O	0	-1	0	-2	-2	2	2
CCC(C)Sc1nc(C)nc2c1c(=O)n(C)c(=O)n2C (stereo unspecified)	3	-1	0	3	-1	-1	1
